# Assay outcomes as filed in PubChem BioAssay.
# Ins promoter up – MIN6 insulin promoter up-regulation; actives 0.3% (n = 190,000); z-score at 5 µM; MIN6 insulin promoter-GFP reporter, high-content imaging; stronger effect = higher value;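 active means z-score above 3 at 5 µM with at least 500 cells counted in the well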
# Yfh1-depleted yeast – mitochondrial function rescue without frataxin homolog – Friedreich's ataxia, plus single-dose screen, dose response (AID 1465); actives 0.074% (n = 220,000); fold induction at 50 µM; hits with a dose series show EC50 in µM; S. cerevisiae Yfh1-off respiration, WST-1 reduction, 72 h; higher fold induction means a stronger effect;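 active means fold induction of absorbance versus untreated yeast above a set limit, then at least 30% activation at any dose in follow-up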;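 further: activators that raise dye reduction in frataxin-depleted yeast; strong numbers were not always called active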
# WT yeast gro inh – growth inhibition of WT yeast, mitochondrial fusion screen | mitochondrial fusion phenotypic screen, WT strain | inhibition, % at 10 µM | actives 2.1% (n = 190,000) | AID 1362; in the data active means inhibition above about 58%; tested in S. cerevisiae
# PMI inhibitors – inhibitors of human PMI, primary screen, biochemical, fluorescence intensity, coupled assay (AID 1209); inhibition, % at 20 µM, or IC50 in µM where a hit was titrated; actives 0.42% (n = 190,000); purified PMI enzyme, coupled fluorescence intensity; higher % means a stronger effect;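 further: plate controls were DMSO vehicle for no effect and wells lacking substrate for full effect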
# bCat nuc transl – alters nuclear translocation of beta-catenin in HeLa cells. immunofluorescence imaging. nuclear translocation activity, % at 5 µM. actives 0.3% (n = 190,000);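 active means nuclear translocation activity above 50% at 5 µM, with a well cell count of 50 or more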;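 further: per-cell ratio of nuclear to cytoplasmic median beta-catenin stain intensity; plate controls were DMSO negative control for no effect and GSK-3 inhibitor IX positive control for full effect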
#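 Test system: human HeLa cell line; Doses: 5 µM primary, 0.02–20 µM confirmation; Incubation: 24 h compound exposure, 37°C; Detection: beta-catenin immunofluorescence imaging with DAPI; Read-out: beta-catenin nuclear/cytoplasmic ratio, % activation.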
# Autophagy mod – autophagy modulation, high-content screen; calls only at 10 µM (by protocol); MEF GFP-LC3 puncta imaging; test concentration mostly 10 µM; actives 0.98% (n = 190,000);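 active means percentage of spot-positive cells more than 3 SD above its plate mean, without a fluorescence outlier flag or 80% toxicity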;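 further: spot-positive cell cutoff set from DMSO-treated cells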
# MT stabilizer – stabilizes microtubules in HeLa cells; actives 0.83% (n = 200,000); % tubulin-high responders, % at 10 µM; HeLa tubulin immunostaining HCS, 24 h; share of cells brighter than vehicle mean+2SD; AID 2205;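 active means plate Z-score above 3 for both tubulin-high and condensed-nucleus cell shares, with cell loss under 80%, at 10 µM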;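 further: anti alpha tubulin signal scored within the nucleus-defined area of each cell; some results filed as inactive read as strong as hits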
# Dynein transport – dynein cargo transport inhibition; 3617.4 mouse cells, GR-EGFP nuclear translocation imaging; test concentration mostly 20 µM; stimulated with dexamethasone, 1 µM; stronger effect = lower value; actives 0.47% (n = 220,000); AID 1381; z-score, hits read low;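 active means plate z-score of nuclear minus cytoplasmic receptor signal below a set negative limit, without overly bright fluorescence or cell loss, cut at about -3.5 in these data, passing the limit was not always enough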;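 further: z-score of nuclear minus cytoplasmic ring GR-EGFP intensity difference per well; some compounds called inactive have numbers as strong as hits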
#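 Medium: Induction medium lacking tetracycline, stripped serum | Probe or stimulus: 1.0 µM final dexamethasone stimulus | Schedule: 48 h induction, then 1 h compound, then 30 min agonist, 37 °C | Signal: Automated 10x imaging of fixed Hoechst-stained cells | Evaluation: Per-cell GR-EGFP intensity, nucleus versus surrounding cytoplasmic ring, well-averaged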
# human PMI inhibitors – human PMI inhibitors, high substrate, primary screen, biochemical, fluorescence intensity, high mannose 6-phosphate (AID 1220); inhibition, % at 20 µM; hits with a dose series show IC50 in µM; actives 0.66% (n = 190,000); recombinant PMI enzyme, coupled fluorescence intensity; higher % means a stronger effect
# WT yeast gro inh mutant strain – further read-out of WT yeast gro inh, marked with its call; inhibition, %; mitochondrial fusion phenotypic screen, mutant strain inhibition
# Dynein transport cytoplasmic EGFP – second read-out of Dynein transport, no call of its own (marks repeat the call); z-score; measured here: cytoplasmic GR-EGFP intensity; stronger effect = higher value
# Dynein transport nuclear GR-EGFP – recorded beside Dynein transport, whose call it bears; z-score; measured here: nuclear GR-EGFP intensity;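 lower value marks the stronger effect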
# Dynein transport cell count – further read-out of Dynein transport, marked with its call; z-score; measured here: cell count per field
# Ins promoter up cell count – second read-out of Ins promoter up, no call of its own (marks repeat the call); cell count; measured here: cytotoxicity, nuclei count;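 total cells summed across four imaged fields per well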
# bCat nuc transl cell count 5 µM – further read-out of bCat nuc transl, marked with its call; cell count; measured here: cell count, cytotoxicity flag
# MT stabilizer Hoechst-high % – second read-out of MT stabilizer, no call of its own (marks repeat the call); % Hoechst-high responders; measured here: nuclear condensation Hoechst responders;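 share of cells brighter than vehicle mean plus two SD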
# MT stabilizer cytotoxicity % – further read-out of MT stabilizer, marked with its call; toxicity, %; measured here: cytotoxicity by cell density;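 0% = mean cell density of plate MIN control wells and 100% = no cells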
# Autophagy mod cell loss 18 h – recorded beside Autophagy mod, whose call it bears; toxicity, %; measured here: cell loss, nuclei count;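 cell loss after 18 h compound exposure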
# Active calls of the source: *; i = inactive; . = not tested or not shown. Unless noted, no stated cut-off is given here; in the data, active means inhibition above about 50%; inactive means the rest. Rows were taken by chance; overall some 5% were active at least once.
Structure,bCat nuc transl cell count 5 µM,human PMI inhibitors,WT yeast gro inh mutant strain,MT stabilizer Hoechst-high %,Autophagy mod,Dynein transport cytoplasmic EGFP,Dynein transport nuclear GR-EGFP,Yfh1-depleted yeast,Dynein transport cell count,Ins promoter up,MT stabilizer,MT stabilizer cytotoxicity %,Autophagy mod cell loss 18 h,PMI inhibitors,bCat nuc transl,WT yeast gro inh,Dynein transport,Ins promoter up cell count
CCOC(=O)N1CCN(c2ccc(C(=O)c3cccc(F)c3)cc2)CC1,.,-2%,18,1.4,i,0.23,0.95,i,-0.27,-1.9,1.5,8.4,-6,2%,.,12,1.1,988
CCOc1cc2[nH]c(=O)n(CC3CCC(C(=O)NCCCOC)CC3)c(=O)c2cc1OCC (stereo unspecified),1000,-2%,9,2.5,i,-0.41,-0.017,i,0.79,-0.2,4.8,19,48,-6%,-4.2,5,0.3,1376
O=C(COc1ccccc1[N+](=O)[O-])N/N=C/c1ccc(O)c([N+](=O)[O-])c1,1089,-3%,16,3.2,i,-0.29,0.46,i,-0.65,0.81,3.7,7.9,-1,-10%,-0.3,-8,0.4,1099
Cc1noc(C)c1C(=O)NC(C)c1ccc2c(c1)OCO2 (stereo unspecified),987,6%,-5,2.5,i,-0.24,-0.54,i,0.81,-0.5,3.7,6.2,-2,8%,0.8,-10,-0.34,1252
Cc1ccc(-n2c(-c3cccnc3)n[nH]c2=S)c(C)c1,1217,2%,-13,1.2,i,-0.17,-0.23,i,0.16,.,1.1,4.3,-7,2%,-3.3,-14,-0.27,.
COCc1nnc(NC(=O)CSc2ccccc2)s1,1090,16%,4,2.0,i,-0.27,-0.17,i,-0.19,.,3.0,4.9,0,19%,-1.5,-2,0.083,.
C=C(C)CSc1nc2c(c(=O)[nH]c(=O)n2C)n1CCC(C)C,.,8%,-2,2.1,i,-0.18,-0.39,i,-0.031,-0.61,3.9,5.1,-10,1%,.,18,-0.69,1143
O=C(Nn1cnnc1)c1ccc(F)c(S(=O)(=O)N2CCCCC2)c1,679,1%,-5,1.6,i,-0.22,-0.2,i,0.81,0.38,2.3,9.8,-7,-8%,3.6,8,0.036,889
O=C(C1CCC(=O)N1Cc1cccnc1)N1CCN(c2ccc(F)cc2)CC1 (stereo unspecified),1115,-5%,1,2.9,i,-0.28,0.11,i,0.31,-0.8,1.8,6.9,-6,-6%,-1.5,10,-0.032,895
COC(=O)c1c(C)nc2nonc2c1N,1370,6%,8,1.1,i,-0.2,0.75,i,-0.69,-0.22,3.8,7.4,19,6%,-0.3,3,1.5,1555
COC(=O)c1ccc(Oc2cc(C)nc(NCc3ccccc3)n2)cc1,1012,-4%,-18,2.5,i,-0.24,0.059,i,0.7,-0.15,4.6,6.3,3,-7%,-6.7,29,-0.039,1145
CCOC(=O)c1ccc(NC(=O)N2CCCCC2)cc1,.,0%,.,2.7,i,-0.28,-0.024,i,1.7,.,2.8,12,-3,-4%,.,.,-0.054,.
CCCCCNC(=O)c1ccc2c(=O)n(CC3CCCO3)c(=S)[nH]c2c1 (stereo unspecified),1035,-17%,9,2.0,i,-0.25,0.77,i,-0.36,-0.9,3.4,8.9,-2,-17%,-0.4,17,1.4,1211
CCOC(=O)c1sc(NC(=O)CSc2nnc(-c3ccco3)n2CC)c(C(=O)OCC)c1C,1106,9%,10,1.1,i,-0.19,-0.99,i,-0.42,-0.92,2.0,7.8,0,14%,-3.8,30,-1.2,1841
CCCCCCCCSc1nnc(/N=C/N(C)C)s1,1129,.,.,.,.,-0.25,-0.43,i,1.1,-0.23,.,.,.,.,-0.7,.,-0.65,1450
CCOC(=O)c1cnc2c(c(C)nn2CC)c1NC1CC1,985,7%,10,2.3,i,-0.3,-0.31,i,0.54,-1.1,3.5,4.6,-40,13%,0.3,2,-0.41,1545
O=C(Nc1ccc(O)cc1)c1cc2n(n1)C(C(F)(F)F)CC(c1ccco1)N2 (stereo unspecified),891,6%,-9,9.7,i,-0.21,-0.22,i,0.68,.,55,76,9,6%,1.6,-1,-0.78,.
COc1cccc(-n2nnc3c(=O)n(CC(=O)NCC4CCCO4)cnc32)c1 (stereo unspecified),980,0%,0,2.7,i,-0.11,1.1,i,-0.9,1.1,6.5,4.4,6,-1%,0.7,8,1.9,1824
Cc1noc(C)c1COc1cccc(C(=O)Nc2ccc(OCc3ccccc3)cc2)c1,1417,4%,0,2.4,i,-0.23,-1.2,i,1.3,-2.2,4.1,0.4,2,10%,0.5,7,-1.2,998
CC(C)C1N(C(=O)CN2CCCCC2)CCN1S(=O)(=O)c1ccccc1 (stereo unspecified),1138,-9%,1,2.4,i,0.31,1.2,i,-0.6,-0.64,3.2,8.3,14,-13%,-1.5,17,1.5,1381
O=C(CSc1ccc(Br)cc1)NCC1CCCO1 (stereo unspecified),1052,2%,-15,1.3,i,-0.22,0.054,i,0.23,0.47,2.0,2.0,1,-9%,5.0,24,0.91,967
FC(F)(F)c1ccccc1NC(=S)N1CCN(c2ccccn2)CC1,1097,-5%,11,1.4,i,-0.19,-0.073,i,0.72,-0.6,1.7,0.7,-7,-1%,-6.9,-12,-0.3,1426
CS/C(=C\[N+](=O)[O-])Nc1ccc(OC(F)(F)F)cc1,1095,-2%,-30,1.6,i,0.09,0.067,i,0.51,-0.27,3.3,3.9,-8,-7%,-0.9,-2,-0.065,1144
O=C(COC(=O)c1cncc(Br)c1)NCc1ccccc1Cl,1095,-14%,-9,1.8,i,-0.21,-0.31,i,0.43,-0.3,4.4,2.0,-2,-28%,-2.5,1,-0.49,1286
CCOc1cc(-c2nc(-c3ccc(C)nc3OC)no2)cc(OCC)c1OCC,1218,9%,11,1.9,i,-0.21,-0.39,i,1.1,-1.1,2.8,5.1,-1,8%,0.8,46,-0.57,1321
O=C(Nc1ccc(N2CCOCC2)cc1)c1cn2ccccc2n1,1274,-9%,47,0.5,i,-0.17,-0.24,.,0.16,0.36,1.8,6.1,24,-12%,-0.9,48,-0.41,1524
Cc1ccc(Nc2cc(C)nc(N3CCOCC3)n2)c(C)c1,528,15%,22,1.6,i,-0.073,1.8,i,-3,-0.34,2.9,2.3,9,10%,-3.0,13,1.4,1407
Cc1c(C(=O)NCc2cccnc2)oc2ccc(S(=O)(=O)N3CCC4(CC3)OCCO4)cc12,1214,0%,-8,0.9,i,-0.13,0.13,i,-0.27,-0.62,1.8,6.5,-5,4%,0.4,19,-0.5,810
COc1ccccc1NC(=O)CN1CCN(CC(=O)Nc2ccc(F)cc2)CC1,989,-10%,-9,2.9,i,0.039,1.1,i,-1.2,0.25,2.7,5.9,9,-8%,0.8,-9,1,1066
c1ccc(-c2cnnc(SCc3cn4cccnc4n3)n2)cc1,952,8%,-17,1.9,i,-0.19,1.2,i,0.12,.,1.8,4.4,9,8%,-7.8,-2,1.4,.
Cc1ccc(C)c(NC2=NC3(CCCCC3)N=C(N)N2)c1,1161,3%,4,1.1,i,-0.28,0.14,i,-0.059,-0.16,3.8,3.5,-10,1%,-0.2,-7,0.48,1195
O=C(c1ccccc1)N1CCN(CC2CC=CCC2)CC1 (stereo unspecified),935,0%,-10,1.9,i,-0.13,0.0094,i,1.4,0.13,1.6,21,0,9%,-1.0,-10,0.05,1330
Fc1ccc(CNCc2ccccc2C(F)(F)F)cc1,.,-9%,16,3.0,i,-0.067,-0.36,i,0.52,0.74,3.9,4.9,-1,-15%,.,3,-0.57,1439
Cc1cc(C)c2cc(C#N)c(NCCNC(=S)NCCCN3CCOCC3)nc2c1,1435,-8%,-6,2.5,i,0.38,-0.34,i,0.25,-1,2.8,6.8,-21,-5%,2.1,0,-0.98,1305
CCc1nnc(NC(=O)c2cccc(S(=O)(=O)N3CCc4ccccc43)c2)s1,1002,-25%,5,1.3,i,-0.03,-0.33,i,0.23,0.32,2.3,5.2,5,-40%,-3.8,12,-0.65,1240
C=C(C)C(=O)Nc1ccc2c(c1)OCCOCCOCCO2,1307,.,.,.,.,-0.091,1,i,-1.9,0.2,.,.,.,.,-1.4,.,2.1,1197

# Ordered by SMILES length (high to low): some entries from above
Structure,bCat nuc transl cell count 5 µM,human PMI inhibitors,WT yeast gro inh mutant strain,MT stabilizer Hoechst-high %,Autophagy mod,Dynein transport cytoplasmic EGFP,Dynein transport nuclear GR-EGFP,Yfh1-depleted yeast,Dynein transport cell count,Ins promoter up,MT stabilizer,MT stabilizer cytotoxicity %,Autophagy mod cell loss 18 h,PMI inhibitors,bCat nuc transl,WT yeast gro inh,Dynein transport,Ins promoter up cell count
CCc1nnc(NC(=O)c2cccc(S(=O)(=O)N3CCc4ccccc43)c2)s1,1002,-25%,5,1.3,i,-0.03,-0.33,i,0.23,0.32,2.3,5.2,5,-40%,-3.8,12,-0.65,1240
COc1ccccc1NC(=O)CN1CCN(CC(=O)Nc2ccc(F)cc2)CC1,989,-10%,-9,2.9,i,0.039,1.1,i,-1.2,0.25,2.7,5.9,9,-8%,0.8,-9,1,1066
Fc1ccc(CNCc2ccccc2C(F)(F)F)cc1,.,-9%,16,3.0,i,-0.067,-0.36,i,0.52,0.74,3.9,4.9,-1,-15%,.,3,-0.57,1439
